# TAG inh – inhibitors of triacylglycerol accumulation, primary screen, cell-based, uHTS, fluorescence, H9c2; H9c2 cells, Nile Red lipid (TAG) fluorescence; cells loaded with 200 µM oleic acid; inhibition, % at 12.5 µM; 230,000 tested, 0.66% active; AID 651582, 2012;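 active = pattern-corrected inhibition of lipid staining of at least 50% with the nuclear-stain viability signal not falling by more than 50%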;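 also: 0% = DMSO wells and 100% = triacsin C control wells; some results filed as inactive read as strong as hits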
# TAG inh DAPI viability – further read-out of TAG inh, marked with its call; DAPI nuclei signal change (viability), lower = more cytotoxic, %;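 whole-well DAPI fluorescence read on a plate reader as a viability signal; minus 50 percent equals half of cells still viable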
# An asterisk follows results filed as active. An excerpt, so the mix of outcomes need not match the whole.
SMILES,TAG inh,TAG inh DAPI viability
Cc1cccc(C)c1NC(=O)c1cccc(COc2cc(Cl)ccc2Cl)c1,-5,-4
O=C(CSc1nnc(-c2cccnc2)n1-c1ccccc1)N1CCN(c2ccc(F)cc2)CC1,1,3
CCOC(=O)c1sc(NC(=O)C2CSC3(C)CCC(=O)N23)nc1C (stereo not drawn),10,1
Cc1ccc(NC(=O)c2ccc3c(c2)OCCO3)nc1,9,-4
Cc1onc(-c2ccccc2)c1CNS(=O)(=O)c1ccc(F)cc1F,2,-6
CC(C)N(C)c1ncnc2c1ncn2[C@H]1CN(Cc2ccc3c(c2)OCO3)C[C@@H](CO)O1,6,-4
CCCCc1ccc(-c2nn[nH]n2)nc1,4,3
CC(=O)Nc1cccc(-c2ccnc3c2CC(C)(C(=O)NCCC(F)(F)F)O3)c1 (stereo not drawn),43,-39
COc1ccc(Cl)cc1N(CC(=O)Nc1ccccc1C(=O)N1CCOCC1)S(C)(=O)=O,22,2
CC(C)(C)C1CCC(OC(=O)c2ccncc2)CC1 (stereo not drawn),13,-12
O=C(COC(=O)CNC(=O)c1ccccc1F)Nc1cccnc1Cl,-3,3
COc1ccc(OC)c(NC(=O)Nc2nnc([C@H]3C[C@H](O)[C@@H](CO)O3)s2)c1,1,5
CC(=O)Nc1cccc(C(=O)N(CCc2ccccc2)Cc2ccccc2)c1,8,0
O=C(N[C@H]1C/C=C\C[C@@H](CC(=O)N(CCO)Cc2ccccc2)C(=O)NC[C@H](c2ccccc2)OC1=O)OCC1c2ccccc2-c2ccccc21,10,0
CNC(=O)c1[nH]cnc1C(=O)N[C@@H](CC(C)C)C(=O)OC(C)(C)C,-16,-1
Nn1c(SCC(=O)Nc2cccc(S(N)(=O)=O)c2)nnc1C1CC1,-5,-5
Cc1ccc(C)c(S(=O)(=O)N2CCN(c3ncnc4sccc34)CC2)c1,-24,-8
c1ccc2cc(C3CCCCC3)ncc2c1,-22,9
COc1ccc(NC(=O)[C@@H](NC(N)=O)C(C)C)cc1Cl,2,-5
CCOC(=O)N1CCN(S(=O)(=O)c2cc(Br)cc3c2N(C(=O)C2CC2)CC3)CC1,5,-9

# Pulled by compound from the list above (7):
SMILES,TAG inh,TAG inh DAPI viability
O=C(CSc1nnc(-c2cccnc2)n1-c1ccccc1)N1CCN(c2ccc(F)cc2)CC1,1,3
CC(C)(C)C1CCC(OC(=O)c2ccncc2)CC1 (stereo not drawn),13,-12
CNC(=O)c1[nH]cnc1C(=O)N[C@@H](CC(C)C)C(=O)OC(C)(C)C,-16,-1
CCCCc1ccc(-c2nn[nH]n2)nc1,4,3
O=C(COC(=O)CNC(=O)c1ccccc1F)Nc1cccnc1Cl,-3,3
Cc1ccc(C)c(S(=O)(=O)N2CCN(c3ncnc4sccc34)CC2)c1,-24,-8
Cc1ccc(NC(=O)c2ccc3c(c2)OCCO3)nc1,9,-4

# The listing picks up, repeating the 2 entries before the break.
SMILES,TAG inh,TAG inh DAPI viability
COc1ccc(NC(=O)[C@@H](NC(N)=O)C(C)C)cc1Cl,2,-5
CCOC(=O)N1CCN(S(=O)(=O)c2cc(Br)cc3c2N(C(=O)C2CC2)CC3)CC1,5,-9
COc1ccccc1/C=C/C(=O)OCC(=O)NC1CCS(=O)(=O)C1 (stereo not drawn),-3,5
COC(=O)C1C/C(=N\NS(=O)(=O)c2ccc(C)cc2)c2ccccc2C1 (stereo not drawn),-5,7
O=C(CCNS(=O)(=O)c1ccccc1C(F)(F)F)NCc1ccc2c(c1)OCO2,-17,1
CC1(C(=O)Nc2ccccc2)CCN1C(=O)C1(c2ccc(Cl)cc2)CC1 (stereo not drawn),0,2
N=c1n(CCO)c2ccccc2n1CCOc1ccccc1,-3,-10
COc1ccc(NC(=O)Cn2nc([N+](=O)[O-])c(Cl)c2C)cc1OC,-17,17
COc1ccccc1NC(=O)COC(=O)/C=C/c1ccc2c(c1)OCO2,-11,3
Cc1cccc(N2C(=O)CC(N3CCOCC3)C2=O)c1 (stereo not drawn),-5,-5
CCOc1ncccc1C(=O)OCC(=O)Nc1ccc2c(c1)CCC2,9,-7
Cc1ccc(NC(=O)C2=CN3CCS(=O)(=O)N=C3C=C2)cc1,-2,9
CCS(=O)(=O)N1N=C(c2cccs2)CC1c1cc2cc(C)ccc2nc1Cl (stereo not drawn),-15,-8
CC(C)(C)c1ccc(C(=O)O)c(C(=O)c2ccc(C(=O)O)cc2)c1,-11,4
CCc1noc(C)c1C(=O)NC1CC(C)(C)Cc2c1cnn2-c1ccccc1 (stereo not drawn),3,2
O=C(O)Cc1ccc(-c2ccccc2)cc1,-4,-1
O=C(COC(=O)c1ccc2c(c1)OCO2)Nc1ncc(Cl)cc1Cl,-9,2
COc1cccc(Nc2nc(N)nc(C(F)(F)F)n2)c1,9,2
CC(=O)N1CCN(c2ccc(NC(=O)c3ccc(C)cc3)cc2)CC1,11,2
Cc1cn([C@H]2C[C@H](O)[C@@H](CNCc3cccc(OC4CCCC4)c3)O2)c(=O)[nH]c1=O,11,-4
COc1ccc(CNC(=O)C2CCCN2S(=O)(=O)c2ccc(F)cc2)cc1 (stereo not drawn),-4,-2
O=C(CNC(=O)c1ccccc1)Nc1ccsc1C(=O)O,-8,-5
Cc1ccc(OCc2nnc(-c3ccc(Cl)cc3)o2)cc1,7,-5
COc1ccc(-c2ccc(CN3C(C(C)C)C(=O)N(Cc4cn(CCC5OCCO5)nn4)CCS3(=O)=O)cc2)cc1 (stereo not drawn),-20,1
CC(C)c1ccc(NCCC(=O)c2cccs2)cc1,-6,-4
CCn1c(SCC(=O)Nc2cccc(OC)c2)nc2c(c1=O)SCC2,-14,-2
O=C(Nc1cnccn1)Nc1ccccc1F,22,-12
COc1ccc(C(CNC(=O)c2cncc(Br)c2)N(C)C)cc1 (stereo not drawn),3,11
COc1ccc(/C=C/C(=O)OCC(=O)NC2CCCCCCC2)cc1,10,-6
COc1ccccc1CC(=O)NNC(=O)CN(C)S(=O)(=O)c1ccc(Cl)cc1,-20,5
Cc1cc(F)ccc1S(=O)(=O)Nc1ncnc2sccc12,-5,3
C[C@@H]1ON(C)[C@H]2C[C@H]3c4[nH]c5ccccc5c4CCN3C[C@@H]12,13,5
CSc1nnc(-c2sccc2OCc2ccc(C)cc2)n1C,-31,1
FC(F)Sc1ccc(NC(=S)NC2CCC(NC(=S)Nc3ccc(SC(F)F)cc3)CC2)cc1 (stereo not drawn),10,3
CC(C)(C)C(=O)Nc1ccccc1C(=O)NCc1cccnc1,-3,5
CCc1noc(C)c1C(=O)N1CCCSC1=Nc1ccccc1Cl,-9,4
COc1ccc(S(=O)(=O)N2CCC(C(=O)O)(c3ccccc3)CC2)cc1,2,-5
C#CCOCCOCCOCCNc1nc(N2CCN(C(=O)C([C@@H](C)O)n3cc([C@@H](N)CCCCN)nn3)CC2)nc(N2CCN(C(=O)[C@H](CCCCN)n3cc(CN)nn3)CC2)n1 (stereo partly drawn),-9,24
Cc1cccc(-c2noc(CN(C(=O)C34CC5CC(CC(C5)C3)C4)C(C)C)n2)c1,23,6
COc1ccc(NS(=O)(=O)c2cc(NC(=O)CCNC(C)=O)ccc2N2CCCCC2)cc1,14,10
Cc1sc2ncn(CC(=O)NCCc3ccccc3)c(=O)c2c1C,1,-6
O=C(NCCCO)C(=O)NCc1ccncc1,0,2

# A few values from the entries so far:
# In TAG inh, C#CCOCCOCCOCCNc1nc(N2CCN(C(=O)C([C@@H](C)O)n3cc([C@@H](N)CCCCN)nn3)CC2)nc(N2CCN(C(=O)[C@H](CCCCN)n3cc(CN)nn3)CC2)n1 (stereo partly drawn) has the entry -9
# In TAG inh DAPI viability, COc1cccc(Nc2nc(N)nc(C(F)(F)F)n2)c1 has the entry 2
# In TAG inh, Cc1ccc(NC(=O)C2=CN3CCS(=O)(=O)N=C3C=C2)cc1 has the entry -2
# In TAG inh DAPI viability, FC(F)Sc1ccc(NC(=S)NC2CCC(NC(=S)Nc3ccc(SC(F)F)cc3)CC2)cc1 (stereo not drawn) has the entry 3

# Next section.
SMILES,TAG inh,TAG inh DAPI viability
CCCSc1nc2c(c(=O)[nH]c(=O)n2C)n1Cc1ccccc1,0,-7
COc1ccc(CNC(=O)CN(C)CC(=O)Nc2ccccc2Br)cc1,-12,8
COc1ccc(CN2C(=O)c3ccccc3C2C(=O)NC2CCCCCC2)c(OC)c1 (stereo not drawn),-5,4
COC(=O)c1ccc(NC(=O)c2cccc(NC(=O)c3ccccc3)c2)cc1,17,6
Cc1nc2ncnn2c(C)c1Cc1c(Cl)cccc1Cl,-18,8
Cc1nc(N)[nH]c(=O)c1CCCNc1ccc([N+](=O)[O-])cc1,10,-5
CCOc1ccc(NC(=S)NCCN2CCN(Cc3ccccc3)CC2)cc1,-3,2
O/N=C/c1cc(Br)ccc1OCc1cccc(F)c1,-8,-10
Cc1ccc(S(=O)(=O)N2CCC(C(=O)NCC(C)(C)N3CCOCC3)CC2)c(C)c1,-6,-5
COc1cc(/C=C2/SC(=S)N(CCC(=O)N3CCN(C)CC3)C2=O)cc(OC)c1OC,18,-3
O=C(O)CCn1cc(-c2ccc(F)cc2)nc1-c1ccncc1,6,1
NC(=O)N[C@@H](Cc1c[nH]c2ccccc12)C(=O)OCC(=O)N1CCCCC1,15,-14
CC(C)N(CCC#N)C(=O)Nc1ccc2c(c1)CCO2,4,-5
Cc1ccccc1CN1CCNC(=O)C1CC(=O)O (stereo not drawn),9,6
Nc1nc2ccc(S(=O)(=O)c3ccc4nc(N)sc4c3)cc2s1,-14,8
CC1CC(C)(C)NC(=S)N1CCC(=O)N1CCc2ccccc2C1 (stereo not drawn),-6,7
COc1cccc(CNC(=O)c2cc3c(cc2Cl)N2CCCCCC2=NS3(=O)=O)c1,2,-3
COC(=O)c1ccc2c(CCO)c[nH]c2c1,17,2
c1ccc(-c2nnc(-c3ccccn3)s2)nc1,0,0
CC(C)Nc1ncnc2c1ncn2[C@H]1CN(Cc2ccc(-c3ccccc3)cc2)C[C@@H](CO)O1,-2,-1
COc1ccc(/C=C/C(=O)Nc2ccc(C)cc2)cc1S(=O)(=O)N1CCOCC1,5,6
CCCCN(C(=O)CSCC(=O)Nc1cccc(C)c1)c1c(N)n(Cc2ccccc2)c(=O)[nH]c1=O,15,-14
COc1cc(OC)c(C2=NOC(C(=O)Nc3ccc4c(c3)OCO4)C2)cc1Cl (stereo not drawn),8,10
COc1ccccc1/C=C\C=N\NC(=O)c1ccco1,-17,5
CCN(CC)C(=O)c1cccc(NC(=O)c2cc(C3CC3)nc3c2cnn3C(C)C)c1,18,-1
CCn1c(SCC(=O)Nc2ccc3c(c2)OCCO3)nc2c(c1=O)SC(C)C2 (stereo not drawn),-14,14
COc1ccc(C(CNC(=O)c2ccc(NS(=O)(=O)c3cccc([N+](=O)[O-])c3)cc2)N2CCOCC2)cc1 (stereo not drawn),-3,9
O=C(NNc1c(Cl)cccc1Cl)c1cccs1,-2,-4
O=C(O)COc1ccccc1-c1ccccc1,-11,0
CC(C)(C)OC(=O)C[C@@H]1C/C=C\C[C@H](CC(=O)NCCO)C(=O)N2CCC[C@H]2COC1=O,-10,6
COc1ccc(NC(=O)c2sc(=O)n(Cc3ccccc3C#N)c2C)cc1OC,-5,14
O=C(NCCc1ccccc1)c1cccc(N2C(=O)C3CC=CCC3C2=O)c1 (stereo not drawn),2,1
Cn1c(-c2sccc2OCc2ccc(Cl)cc2Cl)n[nH]c1=S,2,10
CC1CCCC(C)N1CCCNC(=O)CN1C(=O)c2cccnc2Oc2ccc(Cl)cc21 (stereo not drawn),2,-4
CCCNC(=O)C(Cc1ccc(C(F)(F)P(=O)(OCC)OCC)cc1)NC(=O)c1ccc(C#N)cc1 (stereo not drawn),8,3
Clc1ccc(-c2csc(-c3ccno3)n2)cc1,-7,-1
CC(C)C(NC(=O)c1ccco1)C(=O)OCC(=O)N1CC(=O)Nc2ccccc21 (stereo not drawn),8,13
Nc1ccc(S(=O)(=O)N2CCc3ccccc32)cc1,-13,5
Cn1nc(-c2ccccc2)cc1NC(=O)Nc1ccc(C(C)(C)C)cc1,-6,4
COCCNc1nc(Oc2cccc3ccccc23)c2sccc2n1,-24,6
COc1ccccc1NC(=O)C(C)OC(=O)COc1cccc2c1OC(C)(C)C2 (stereo not drawn),15,-2
CC(C)(C)NC(=O)CN(C(=O)CS(=O)CC(=O)Nc1ccc(F)cc1)c1ccccc1F (stereo not drawn),-2,5
C[C@H](CO)N1C[C@H](C)[C@@H](CN(C)S(=O)(=O)c2cccs2)Oc2ccc(NC(=O)NC3CCCCC3)cc2C1=O,-6,-9
CCCCOC(=O)C1=C(C)Nc2nnnn2C1c1ccccc1Cl (stereo not drawn),1,-3
O=C(Cc1ccccc1)NN=C1CCCC1,0,7
COc1ccc(OC)c(CN(CCCN2CCOCC2)C(=O)Nc2ccccc2)c1,8,1
CCCCC(CC)C(=O)Nc1ncc([N+](=O)[O-])s1 (stereo not drawn),8,-4
COC(=O)Oc1ccc(/C=N/NC(=O)CSCc2ccc(Cl)cc2)cc1OC,-25,3
Fc1ccc(F)c(C2=NNC(=NCC3CCCO3)SC2)c1 (stereo not drawn),-14,11
Cc1ccc(S(=O)(=O)N2CCCCC2)cc1C(=O)Nc1ccc(N2CCOCC2)cc1,7,-3
Cc1ccc(S(=O)(=O)N2CCN(C(=O)COC(=O)COc3cccc4c3OC(C)(C)C4)CC2)cc1,0,-8
Cc1cc(C(=O)NC2CC(C)(C)Cc3c2cnn3-c2ccc(F)cc2)no1 (stereo not drawn),5,1
CC(O)(c1ccccc1)c1nc(/C=C/c2ccccc2)cs1 (stereo not drawn),-18,2
Cc1ccc(C(=O)Nc2nnc(C3=COCCO3)o2)cc1C,-8,-5
Cn1c(-c2ccc(F)cc2)cnc1NCc1cccc(F)c1,2,7
COc1ccc(C(=O)N/N=C(\C)c2ccc(NC(=O)Cc3ccccc3)cc2)c(OC)c1,-8,13
Cc1cccc(N2CCN(C(=O)Cc3cn(C)c4ccccc34)CC2)c1C,-5,0
CCCOCCOC(=O)c1[nH]c2c(c1C)C(=O)CC(c1cc(OC)ccc1OC)C2 (stereo not drawn),17,-23
